# Screens as filed in PubChem BioAssay.
# ERa SRC1 pot = enhances coactivator binding to human estrogen receptor alpha; 86,000 compounds, 1.3% hits; coactivator binding (% of control), % at 25.6 µM; TR-FRET ERalpha-LBD/SRC-Cy5 coactivator binding, 2 h; 100 = basal binding, no effect; in the data active means activity above about 200%;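 further: binding measured in presence of low estradiol as agonist stimulus; 0% = peptide alone without receptor and 100% = receptor with peptide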
# Rev-RRE block = inhibitors of HIV-1 Rev-RRE RNA interaction; Rev peptide-RRE RNA binding, FRET; inhibition, % at 8 µM; 97,000 compounds, 0.79% hits; P05866;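 active means inhibition above the screen-wide mean plus 3 SD, cut at about 35% in these data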;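 further: 0% = median DMSO wells and 100% = median Neomycin B control wells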
#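 Assay system: Rev peptide and RRE RNA, both fluorescently labelled; times: 5 min preincubation and 15 min binding, 25 °C; detection: FRET, ex 480 nm, em 540 and 671 nm; read-out basis: % inhibition from 671/540 nm acceptor-to-donor ratio, scaled between controls; benchmarks: DMSO low control, neomycin B high control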
# ERa SRC1 inh = ER-alpha (human) coactivator binding inhibition. P03372. TR-FRET ER-alpha LBD / SRC-1 peptide, estradiol-bound. inhibition, % at 25.6 µM. 86,000 compounds, 1.7% hits; in the data active means inhibition above about 50%;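 further: 0% = receptor plus peptide control and 100% = peptide only without receptor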
# Mac1 fbg inh = blocks human CD11b/CD18 adhesion to fibrinogen; inhibition, % at 10 µM; K562 CD11b/CD18 adhesion to fibrinogen, ATPlite luminescence; Mn2+ added to activate the integrin; 93,000 compounds, 0.54% hits;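 active means primary inhibition of 50% or more at 10 µM, then 40% or more on retest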; further: some results filed as inactive read as strong as hits
# FAK blocker = inhibitors of human focal adhesion kinase. Q05397. biochemical FAK kinase activity assay. inhibition, %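 (tested at 7 µM)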. 97,000 compounds, 0.84% hits. AID 727; in the data active means inhibition above about 19%;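 further: 0% = DMSO and 100% = reference compound high control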
# Target sequence (Q05397 whole entry, looked up): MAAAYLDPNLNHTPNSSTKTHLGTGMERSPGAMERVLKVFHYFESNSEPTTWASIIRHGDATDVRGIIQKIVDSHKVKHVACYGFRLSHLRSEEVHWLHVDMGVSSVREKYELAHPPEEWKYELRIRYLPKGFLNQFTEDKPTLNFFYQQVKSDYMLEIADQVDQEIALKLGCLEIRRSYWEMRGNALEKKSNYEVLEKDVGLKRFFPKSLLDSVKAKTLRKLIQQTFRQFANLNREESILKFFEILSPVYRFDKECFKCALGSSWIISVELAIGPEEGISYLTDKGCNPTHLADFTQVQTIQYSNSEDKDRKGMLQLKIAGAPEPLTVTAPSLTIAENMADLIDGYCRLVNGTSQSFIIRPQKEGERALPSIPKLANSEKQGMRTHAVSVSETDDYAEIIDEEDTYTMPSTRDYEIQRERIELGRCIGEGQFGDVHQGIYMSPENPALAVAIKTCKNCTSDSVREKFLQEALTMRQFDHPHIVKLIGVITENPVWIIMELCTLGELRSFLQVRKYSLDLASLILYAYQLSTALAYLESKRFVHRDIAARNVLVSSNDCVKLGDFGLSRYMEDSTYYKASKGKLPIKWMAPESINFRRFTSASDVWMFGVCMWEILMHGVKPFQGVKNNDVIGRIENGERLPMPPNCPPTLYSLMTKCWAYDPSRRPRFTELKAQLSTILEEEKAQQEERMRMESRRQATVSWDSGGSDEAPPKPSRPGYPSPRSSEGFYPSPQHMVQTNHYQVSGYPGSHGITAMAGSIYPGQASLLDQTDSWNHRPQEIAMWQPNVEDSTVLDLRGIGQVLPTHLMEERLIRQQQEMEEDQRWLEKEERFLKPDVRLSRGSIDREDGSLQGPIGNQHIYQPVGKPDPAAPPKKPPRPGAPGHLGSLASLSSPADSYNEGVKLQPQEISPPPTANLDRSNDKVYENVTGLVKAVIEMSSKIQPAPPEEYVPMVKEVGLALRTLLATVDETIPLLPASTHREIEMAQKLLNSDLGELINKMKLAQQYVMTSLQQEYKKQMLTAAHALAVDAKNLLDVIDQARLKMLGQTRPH
# Mac1 fbg enh = enhancers of human CD11b/CD18 binding to fibrinogen | P05107+P11215 | K562 CD11b/CD18 adhesion to fibrinogen, ATPlite luminescence | activation, % at 10 µM | 93,000 compounds, 0.07% hits;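 active means 10 µM primary screen giving 50% or more activity, confirmed by 40% or more on retest at that dose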; further: strong numbers were not always called active
# PLK1 PBD inh = blocks phosphopeptide binding to human Plk1 polo box domain | 97,000 compounds, 0.13% hits | AID 693 | Plk1 PBD phosphopeptide binding, fluorescence polarization | inhibition, %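 (tested at about 20 µM)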; in the data active means inhibition above about 34%, passing the limit was not always enough
# PLK1 kinase inh = PLK1 (human) kinase inhibition; P53350; recombinant PLK1 kinase, TR-FRET peptide phosphorylation; inhibition, % at 10 µM; 97,000 compounds, 0.53% hits;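 active means inhibition of 50% or more in the single-concentration screen; inactive means inhibition below 50%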;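 further: 0% = DMSO max control and 100% = H-89 dihydrochloride min control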
# ERb coact inh = blocks coactivator binding to human estrogen receptor beta; 86,000 compounds, 1.3% hits; TR-FRET ER-beta LBD / SRC1-Cy5 peptide binding; receptor agonist-loaded with 1 µM estradiol; Q92731; AID 633; inhibition, % at 25.6 µM;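 active means compounds whose percent inhibition of the receptor-coactivator binding signal exceeds about 50% in the single-dose screen, limit read from the data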;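 further: 0% = receptor plus peptide wells without compound and 100% = peptide-only wells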
# Numbers without * were called inactive; . = no result given; [ ] = dose if it differs, or a comment. This is a random part of the collection (roughly 4.7% active in at least one column).
SMILES,ERa SRC1 pot,Rev-RRE block,ERa SRC1 inh,Mac1 fbg inh,FAK blocker,Mac1 fbg enh,PLK1 PBD inh,PLK1 kinase inh,ERb coact inh
CCCC(=O)c1ccc(N2CCN(C(=O)c3ccc(Br)cc3)CC2)c(F)c1,.,3,.,8,-1,-7,-9,-9,.
CC(=O)Nc1nnc(Cc2ccccc2)s1,115,4,-9,20,-1,0,32,-3,-8
COc1cc(C(=O)N2CCN(Cc3ccccc3C(F)(F)F)CC2)cc(OC)c1OC,94,-3,-5,2,-4,-5,-28,-2,0
Cc1ccc(-c2nnn(CC(=O)N(CC(=O)NC(C)C)c3cnc4ccccc4c3)n2)o1,100,5,-2,5,-2,-2,-14,0,-5
N#C/C(=N\Nc1ccccc1Cl)C(=O)c1ccccc1,.,-2,.,104*,-2,-11,-10,-8,.
N#CCCN1CCN(CCC#N)CC1,96,10,5,-4,2,2,-4,-3,2
Cc1ccc(S(=O)(=O)N(C)c2ccc(OCC(=O)O)cc2)cc1,88,7,6,-8,1,5,2,-1,1
COc1cc2cc3c(N)c(C(=O)Nc4sc(C)c(C)c4C#N)sc3nc2cc1OC,.,100*[fluorescence artefact?],.,.,2,.,-11,-10,.
CC1(C)NC(=O)N(CC(O)CN2C(=O)CCC2=O)C1=O (stereo not drawn),105,5,-3,-7,-1,-1,3,-11,-3
COc1ccc(-n2cnc3c(sc4nccc(N(C)C)c43)c2=O)cc1,107,10,-11,4,-3,2,-19,-14,-19
COCC(=O)NC(c1ccccc1)c1ccccc1,110,3,-5,-5,1,1,-4,-9,8
COc1ccc2c(c1)C(C)CC(C)(C)N2C(=O)CSc1nc2ccccc2s1 (stereo not drawn),.,4,.,.,3,.,3,-13,.
c1coc(-c2nc3c([nH]2)CCc2nonc2-3)c1,98[fluorescence artefact?],11,-3,1,-2,0,4,47,8
C(=N\Nc1ccccc1)/c1ccc(N2CCOCC2)cc1,.,-1,.,.,-2,.,-12,-4,.
CCOC(=O)c1[nH]c(C)c(/C(O)=C2\C(=O)C(=O)N(CCN(C)C)C2c2ccco2)c1C (stereo not drawn),103,.,-27,-17,.,-1,.,.,3
COc1ccccc1-c1nn2c(-c3ccccc3Cl)nnc2s1,157,.,9,-4,.,2,.,.,-6
CCc1nc2ccccc2c(C(=O)OCC(=O)Nc2cccc(S(=O)(=O)N3CCOCC3)c2)c1C,115,12,-13,.,10,.,-16,-10,-18
CCCOc1ccc(Cl)cc1CN1CCOCC1,96[fluorescence artefact?],1,3,-13,-1,-1,-22,1,3
C/C(=N\NC(=O)c1ccccc1C)c1cccc([N+](=O)[O-])c1,.,2,.,1,0,1,-6,-5,.
Cc1ccccc1N=C1Nc2ccccc2CS1,104,0,-1[fluorescence artefact?],-10,0,2,2,-10,-2
COc1ccc(-n2nnnc2SCC(=O)Nc2ccc3c(c2)OCCO3)c(OC)c1,118,9,-1,-4,5,2,-19,3,5
O=C(CCCCCn1c(=O)[nH]c2ccsc2c1=O)N1CCN(C2CCCCC2)CC1,104,.,-3,2,.,-4,13,-10,-13
Cc1onc(-c2c(F)cccc2Cl)c1C(=O)Nc1nnc(C2CC2)s1,101,1,0,12,-5,-2,-5,-2,-2
Cc1c(NS(=O)(=O)c2ccc3c(c2)c(=O)n(C)c(=O)n3C)c(=O)n(-c2ccccc2)n1C,125,8,-1,-3,-2,-1,-7,-9,10[fluorescence artefact?]
CCCCc1c(C)nc(N)[nH]c1=O,108,5,-10,-14,-5,3,32,-12,-3

# The last 2 entries of the section before are carried over, then new ones follow.
SMILES,ERa SRC1 pot,Rev-RRE block,ERa SRC1 inh,Mac1 fbg inh,FAK blocker,Mac1 fbg enh,PLK1 PBD inh,PLK1 kinase inh,ERb coact inh
Cc1c(NS(=O)(=O)c2ccc3c(c2)c(=O)n(C)c(=O)n3C)c(=O)n(-c2ccccc2)n1C,125,8,-1,-3,-2,-1,-7,-9,10[fluorescence artefact?]
CCCCc1c(C)nc(N)[nH]c1=O,108,5,-10,-14,-5,3,32,-12,-3
COC(=O)CSc1nnc(CNS(=O)(=O)c2ccc(Cl)cc2)n1C,109,6,0,-2,2,-3,-22,-6,3[fluorescence artefact?]
CC(C)(C)NC(=O)Cn1nnnc1-c1nonc1N,114,3,3,-31,-2,1,-18,6,0
CC(=O)Cc1nsc(NC(=O)c2ccc(COc3ccc(C)cc3)o2)n1,96,-1,-3,13,-6,5,3,9,-4
O=C(NNC(=O)C1CCN(Cc2ccccc2)CC1)c1cccc(Cl)c1,.,2,.,-2,1,-1,19,-18,.
CCN(CC)CCNC(=O)C12CC3CC(CC(C3)C1)C2,100,5,-2,-16,0,-2,-19,1,-3
Cc1cccc(C(=O)Nc2nnc(Cc3c[nH]c4ccccc34)s2)c1,.,14,.,1,7,8,35,-10,.
CC(C)Oc1ccc(C2NC(=O)NC2=O)cc1 (stereo not drawn),99[fluorescence artefact?],3,-11,8,2,0,20,-3,1
N#Cc1c(-c2ccc(F)cc2)noc1N,102,14,5[fluorescence artefact?],3,-1,-1,0,49,14
CC1CCc2c(C(=O)NCCCN3CCOCC3)csc2C1 (stereo not drawn),.,-1,.,5,-2,-5,16,-10,.
COc1ccccc1NC(=O)N(Cc1ccc2c(c1)OCO2)Cc1nc2ccccc2c(=O)[nH]1,106[fluorescence artefact?],15,23[fluorescence artefact?],-2,-2,3,-1,-6,9[fluorescence artefact?]
COc1cccc(NC(=O)c2cnsn2)c1,102,-4,-1,-6,0,-1,-1,7,-36
CC(Sc1nnc(-c2cccs2)n1-c1ccccc1)C(=O)NCc1ccc2c(c1)OCO2 (stereo not drawn),77[fluorescence artefact?],5,11,-18,-2,-1,15,-4,16
COC(=O)CCSc1nccn1Cc1ccccc1,109,2,-3,-11,2,10,-19,17,-7
CCOC(=O)c1c(NC(=O)c2nc3n(n2)C(C(F)F)CC(C)N3)sc2c1CCCC2 (stereo not drawn),133[fluorescence artefact?],5,2,6,5,-6,14,2,2
CCSC1=C(C#N)C(c2ccc(F)cc2)CC(=O)N1 (stereo not drawn),87,2,-3,-6,0,-1,-1,-8,-11
CCOc1cc(C2NC(=O)NC(C)=C2C(C)=O)cc(Cl)c1OCC(=O)O (stereo not drawn),101,5,10[fluorescence artefact?],-22,-1,-2,-26,-8,10[fluorescence artefact?]
Cn1c(NC(=O)COc2ccccc2)cc(=O)n(C)c1=O,79,2,4,.,-3,.,-5,-10,2
NC(=O)C1CC(=O)N(Cc2ccc3c(c2)OCO3)C(=Nc2ccccc2)S1 (stereo not drawn),110,9,2[fluorescence artefact?],-4,6,2,0,-5,2
COc1ccccc1-c1noc(-c2ccccc2C(=O)N2CCOCC2)n1,126,-3,-4,14,1,-5,5,2,-3
COc1ccccc1NC(=O)CSc1nc(O)cc(=O)n1C,111[fluorescence artefact?],11,-1,-5,0,-1,-2,-6,-6
COc1cc(-c2noc(CCCC(=O)NCc3ccco3)n2)cc(OC)c1OC,96,8,-6,.,0,.,-12,-6,6
O=C(NCc1ccc2c(c1)OCO2)Oc1ccccc1,105,3,-7,-6,-7,-2,18,83*,4
CCN(CC)c1ccc2c(C)c(CN3CCOCC3)c(=O)oc2c1,113,27,-7,-3,2,3,-4,-6,-4
NC(=O)C[C@@H]1N[C@]2(C(=O)Nc3ccccc32)[C@@H]2C(=O)N(C3CCCCC3)C(=O)[C@H]12,124,8,-15,-9,1,0,-47,-11,-8
CCNc1nc(N)nc(Oc2ccc(OCC)nn2)n1,108,5,15[fluorescence artefact?],1,0,-2,-4,-15,24[fluorescence artefact?]

# Entries of single compounds, quoted from the list.
# Shown for CCNc1nc(N)nc(Oc2ccc(OCC)nn2)n1 = ERa SRC1 pot = 108; Rev-RRE block = 5; ERa SRC1 inh = 15[fluorescence artefact?]; Mac1 fbg inh = 1; FAK blocker = 0; Mac1 fbg enh = -2; PLK1 PBD inh = -4; PLK1 kinase inh = -15; ERb coact inh = 24[fluorescence artefact?]
# Shown for CC(C)Oc1ccc(C2NC(=O)NC2=O)cc1 (stereo not drawn) = ERa SRC1 pot = 99[fluorescence artefact?]; Rev-RRE block = 3; ERa SRC1 inh = -11; Mac1 fbg inh = 8; FAK blocker = 2; Mac1 fbg enh = 0; PLK1 PBD inh = 20; PLK1 kinase inh = -3; ERb coact inh = 1

# Later entries.
SMILES,ERa SRC1 pot,Rev-RRE block,ERa SRC1 inh,Mac1 fbg inh,FAK blocker,Mac1 fbg enh,PLK1 PBD inh,PLK1 kinase inh,ERb coact inh
Cc1ccc(-c2nc(NC(=O)c3nn(C)cc3[N+](=O)[O-])sc2C)cc1C,.,7,.,31,1,-5,-13,-13,.
O=C(NCCc1ccccc1)C1CCN(c2nc3ccccc3o2)CC1,103,6,-8,-14,-8,0,-16,0,-6
O=c1sc2ccccc2n1CCOc1ccccc1,100,1,-14,-11,3,0,-18,-7,1
O=[N+]([O-])c1cc(/C=N/OCc2c(Cl)cccc2Cl)ccc1N1CCOCC1,.,6,.,9,-3,7,-14,-5,.
COc1ccc(C(c2nnnn2C2CCCC2)N2CCN(C3CCCC3)CC2)cc1OC (stereo not drawn),123,5,-9,-39,0,-3,7,0,-4
CC(=O)NCC(=O)OC(C)C(=O)Nc1ccc(C(C)=O)cc1 (stereo not drawn),.,1,.,-7,1,-1,18,-7,.
COc1ccc(-c2nnc(SCC(=O)Nc3nc4ccccc4s3)n2C)cc1,94[fluorescence artefact?],-1,27,15,0,52,2,-1,29
N#Cc1c(N)sc2c1CCN(CCc1ccccc1)C2,80[fluorescence artefact?],65*,15,.,6,.,-31,-3,35
COc1ccc(C)cc1NC(=O)CSc1nc(SC)ns1,94,5,-1,13,2,-1,4,-11,4
CCOC(=O)c1c(NS(=O)(=O)c2ccc(Br)cc2)sc2c1CCC2,42[fluorescence artefact?],17,61*[fluorescence artefact?],.,5,.,9,-5,56*
COc1ccc(CN2CCCC(C(=O)N(C)Cc3ccccc3)C2)cc1OC (stereo not drawn),118[fluorescence artefact?],7,-7,2,-1,1,5,-6,-2
COc1cc2c(cc1OC)C(C)N(C(=O)Cn1ncc3c1-c1ccccc1OC3)CC2 (stereo not drawn),138[fluorescence artefact?],8,0,0,3,6,0,-10,0[fluorescence artefact?]
Cc1ccc(C2=NNC(C(O)C(O)C(O)C(O)CO)S2)cc1 (stereo not drawn),.,3,.,-19,2,3,-10,-9,.
CC(C)(C)C(=O)COC(=O)c1cccc(NC(=O)c2ccco2)c1,.,8,.,4,-5,-1,4,5,.
CCC1(C)N(O)C(C)(C)C(c2ccc(F)cc2)=[N+]1[O-] (stereo not drawn),101,8,-3,.,0,.,4,-2,25
CCn1cc(/C=N/NS(=O)(=O)c2ccc(C)cc2)c(C)n1,.,5,.,-26,0,-1,-30,-5,.
CCOC(=O)C1=C(C)NC(=O)NC1c1cccnc1 (stereo not drawn),108,11,3,-4,-3,-1,17,-6,-1[fluorescence artefact?]
CCSc1ncc(/C=N/Nc2ccc(F)cc2)n1C,.,-2,.,.,-2,.,-6,2,.
Clc1ccc2nc(NC3=NCN(CCN4CCOCC4)CN3)nc(-c3ccccc3)c2c1,95,.,-6,3,.,0,.,.,-3
CCc1n[nH]c2c1/C(=N\O)CC(C)(C)C2,111[fluorescence artefact?],-4,-2,-12,1,-1,7,-4,6
N=c1c[n+](-c2ccc(Cl)cc2)[n-]o1,.,8,.,18,3,-6,1,-13,.
O=C(C1Cc2ccccc2O1)N1CCCCC1 (stereo not drawn),98,6,8,-12,2,-2,-13,-13,9
